GPR151 activ: human GPR151 activation; Q8TDV0; PathHunter beta-arrestin GPR151 cells, luminescence; activation, % at 11.2 µM; 650,000 tested, 1% active; AID 1508602; in the data active = activation above about 4.9%;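 note: 0% = median of compound wells and 100% = cells with positive control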
Target sequence (Q8TDV0 whole entry, looked up): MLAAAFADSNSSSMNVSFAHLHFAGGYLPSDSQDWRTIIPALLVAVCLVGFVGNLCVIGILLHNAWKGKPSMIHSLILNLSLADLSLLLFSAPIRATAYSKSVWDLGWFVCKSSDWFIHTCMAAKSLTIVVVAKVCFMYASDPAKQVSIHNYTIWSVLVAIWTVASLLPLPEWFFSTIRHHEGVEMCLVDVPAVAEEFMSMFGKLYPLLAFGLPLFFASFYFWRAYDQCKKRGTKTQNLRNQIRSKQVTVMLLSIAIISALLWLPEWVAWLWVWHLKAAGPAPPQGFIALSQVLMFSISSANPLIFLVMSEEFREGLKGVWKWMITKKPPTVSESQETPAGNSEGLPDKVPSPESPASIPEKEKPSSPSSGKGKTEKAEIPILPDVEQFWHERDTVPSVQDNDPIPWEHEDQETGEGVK
TEAD-YAP inh: TEAD-YAP interaction inhibition; inhibition, % at 9.12 µM; HEK-TIYL cells, TEAD-Gal4/YAP UAS-luciferase luminescence; 640,000 tested, 1.4% active; in the data active = inhibition above about 32%;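 note: 0% = median of test compound wells and 100% = reference inhibitor wells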
MITF primary: blocks human microphthalmia-associated transcription factor | O75030 | AlphaScreen MITF homodimerization, bead proximity signal | inhibition, % at 2.6 µM | 650,000 tested, 0.91% active; in the data active = inhibition above about 50%;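 note: 0% = vehicle wells with protein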
FBW7 activator: human FBW7 E3 ligase activation, primary screen; Q969H0; AlphaScreen FBW7–phospho-cyclin E peptide binding, activator screen; normalized activity (activation), % at 26.1 µM; 650,000 tested, 0.13% active; in the data active = normalized activity above about 1.9%;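 note: purified mutant Fbw7 with reduced substrate affinity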
Target sequence (Q969H0 whole entry, looked up): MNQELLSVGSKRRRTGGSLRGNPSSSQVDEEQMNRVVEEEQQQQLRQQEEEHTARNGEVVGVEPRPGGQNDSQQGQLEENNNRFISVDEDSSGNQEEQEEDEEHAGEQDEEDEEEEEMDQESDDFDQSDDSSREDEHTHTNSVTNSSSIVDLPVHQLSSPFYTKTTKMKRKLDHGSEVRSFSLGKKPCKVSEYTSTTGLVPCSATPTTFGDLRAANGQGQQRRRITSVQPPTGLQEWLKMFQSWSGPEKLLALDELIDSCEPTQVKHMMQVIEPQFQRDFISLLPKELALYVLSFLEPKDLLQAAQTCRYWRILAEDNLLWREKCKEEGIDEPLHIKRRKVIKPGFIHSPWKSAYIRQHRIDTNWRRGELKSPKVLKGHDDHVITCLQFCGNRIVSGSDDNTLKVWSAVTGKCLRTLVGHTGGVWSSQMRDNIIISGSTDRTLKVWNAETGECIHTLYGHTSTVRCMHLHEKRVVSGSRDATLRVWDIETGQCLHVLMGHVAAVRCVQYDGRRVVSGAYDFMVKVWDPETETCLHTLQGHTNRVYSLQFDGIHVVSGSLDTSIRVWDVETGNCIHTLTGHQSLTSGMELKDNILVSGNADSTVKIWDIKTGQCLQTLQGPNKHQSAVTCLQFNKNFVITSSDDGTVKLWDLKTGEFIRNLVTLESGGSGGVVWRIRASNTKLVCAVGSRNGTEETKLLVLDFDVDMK
* hit, by the source's call. This is a random part of the collection; 3.4% or so of the library scored in one or more.

SMILES | GPR151 activ | TEAD-YAP inh | MITF primary | FBW7 activator
O=C(NCCN1CCOCC1)c1cc(S(=O)(=O)N2CCc3ccccc32)ccc1F | -0.5 | 0 | 0 | -0.1
CN(C)CCCNC(=O)c1cccnc1Cl | -0.2 | -4 | 3 | 0.1
COc1ccc(C2NC(=O)NC(C)=C2C(=O)OCC(F)(F)F)cc1 (stereo not given) | -0.2 | 5 | 11 | 0.1
CC(C)c1nnc2n1CCN(C(=O)CCc1nc3ccccc3s1)CC2 | 0.7 | -5 | -10 | 0.0
CCc1cc2c(=O)c(Oc3ccccc3)coc2cc1O | 1.6 | 1 | -14 | 0.1
O=C(NNC1=NC2(CCCC2)Cc2ccccc21)c1ccncc1 | 0.7 | 10 | -1 | 0.1
CCN(Cc1ccccc1)C(=O)C1CCC(CNc2c(N3CCOCC3)c(=O)c2=O)CC1 (stereo not given) | 0.9 | -5 | 4 | 0.3
Cc1cc(Cl)ccc1OCC(=O)NNC(=O)c1ccc(=O)[nH]c1 | -0.7 | -11 | 3 | 0.5
CCSc1nnc(NC(=O)/C=C/c2ccc(OC)cc2)s1 | -0.6 | 0 | -4 | 0.0
COC(=O)c1cc(NC(=S)Nc2ncccc2C)cc(C(=O)OC)c1 | -0.3 | -18 | 14 | -0.1
NC(=S)N/N=C(/Cc1ccccc1[N+](=O)[O-])C(=O)O | 0.8 | 4 | 1 | -1.1
COc1ccc(C2C(C(=O)NCCc3ccc(OC)c(OC)c3)c3ccccc3C(=O)N2C2CCCCC2)cc1 (stereo not given) | 0.3 | 0 | 1 | -0.1
O=c1c2ccccc2nc(SCc2c(F)cccc2Cl)n1Cc1ccccc1 | -1.4 | 8 | -3 | -0.1
CCS(=O)(=O)N1CCC(C(=O)N2CCCCC2)CC1 | 1.1 | -2 | 2 | 0.1
CS(=O)(=O)N(CC(=O)Nc1ccc2ccccc2c1)c1ccc(F)cc1 | -1.9 | -8 | 12 | -0.1
Cc1cccc(C2(C)CC(C)(C)N(C(=O)CSc3ncn[nH]3)c3ccccc32)c1 (stereo not given) | 0.2 | 4 | 14 | 1.1
COC(=O)COc1cccc(NC(=O)c2ccc3c(c2)C(=O)N(C)C3=O)c1 | -1.5 | 0 | 13 | 0.0
O=C(/C=C\c1ccc(-c2ccc(Br)cc2)o1)N1CCOCC1 | -0.6 | -33 | 0 | 0.1
Cc1cc([N+](=O)[O-])nn1CCCC(=O)NCc1ccco1 | -0.6 | 3 | 7 | -0.1
Cc1cccc(C)c1OCC(=O)Nc1sc2c(c1C#N)CCCC2 | 0.0 | -3 | 11 | 1.3
COc1ccc(CN2CCNC(=O)C2CC(=O)NCc2ccccc2F)cc1C (stereo not given) | -0.7 | 1 | 10 | 0.2
CCC(=O)c1ccccc1OCCN1C(=O)NC(C)(C)C1=O | 2.3 | 10 | 6 | 0.8
O=C(CN1C(=O)CC(c2ccco2)Sc2ccccc21)NC1CCCCC1 (stereo not given) | 0.4 | 2 | 7 | -0.2
COCCN(CCOC)Cc1c(C)[nH]c2ccc(C)cc2c1=O | -1.4 | -9 | 11 | -0.3
COc1ccccc1N=Nc1ccc(N)c(C)c1 | -2.4 | -11 | -6 | -0.3

Quoted from the listing.
MITF primary, Cc1cccc(C2(C)CC(C)(C)N(C(=O)CSc3ncn[nH]3)c3ccccc32)c1 (stereo not given) stands at 14
FBW7 activator, O=C(/C=C\c1ccc(-c2ccc(Br)cc2)o1)N1CCOCC1 stands at 0.1
MITF primary, O=c1c2ccccc2nc(SCc2c(F)cccc2Cl)n1Cc1ccccc1 stands at -3
MITF primary, CCSc1nnc(NC(=O)/C=C/c2ccc(OC)cc2)s1 stands at -4

(further entries)
SMILES | GPR151 activ | TEAD-YAP inh | MITF primary | FBW7 activator
O=c1oc2ccccc2c(O)c1C(=S)Nc1ccccc1 | 4.6 | -61 | -5 | -0.2
CCCOc1ccccc1C1NC(=S)NC(C)=C1C(=O)OCCc1ccccc1 (stereo not given) | 0.2 | 9 | 3 | 0.4
Cc1ccc(CSc2nc3ccsc3c(=O)n2Cc2ccccc2)cc1 | -0.1 | 4 | 16 | 0.0
C=CCOCC(O)CS(=O)(=O)Cc1ccc(Cl)cc1 (stereo not given) | 0.6 | 3 | 4 | 0.1
COc1ccc(C)cc1C(=O)CCC(=O)O | 1.5 | -3 | 17 | 0.7
O=C(OCc1ccccc1)/C(=C\c1cccc2ccccc12)NC(=O)c1ccccc1 | 0.7 | 9 | -3 | -0.1
O=C(Nc1ccc(O)cc1)c1ccc(N2C(=O)c3cccc([N+](=O)[O-])c3C2=O)cc1 | -1.1 | 35* | 2 | 0.2
COCCOC(=O)c1ccc(NC(=O)c2ccc(OC)c(OC)c2)cc1 | -5.4 | -2 | 9 | 0.4
O=C(CCN1C(=O)c2ccc([N+](=O)[O-])cc2C1=O)Nc1ccccc1O | 1.1 | 15 | -4 | -0.1
O=C1OC(c2ccc(F)cc2)=N/C1=C/c1ccccc1[N+](=O)[O-] | -0.8 | -5 | -9 | 0.6
NS(=O)(=O)c1ccc(N/N=C2/CCCc3ccccc32)c([N+](=O)[O-])c1 | -0.1 | -1 | -2 | -0.1
COc1ccccc1/C=C/CN1CCC(C2(Cc3ccccc3)NC(=O)NC2=O)CC1 (stereo not given) | 0.1 | -1 | 1 | -0.2
CCN(c1c(C)n(C)n(-c2ccccc2)c1=O)S(C)(=O)=O | 0.2 | -8 | 6 | 0.0
CC1Cc2ccccc2N1C(=O)CSc1nnc(NC(=O)c2ccc(F)cc2)s1 (stereo not given) | 0.5 | -21 | 3 | -0.1
Cc1ccc(C(=O)Nc2c3c(nn2-c2ccc(Cl)cc2)CSC3)cc1C | -0.8 | -2 | -3 | -0.1
O=c1cc(-c2ccccc2)nc2c(n1)NON2 | 0.6 | -27 | -12 | -0.2
COc1ccc(C2C(C(=O)N3CCCCC3)c3ccccc3C(=O)N2Cc2ccc(F)cc2)cc1 (stereo not given) | 0.8 | 11 | 5 | 0.0
CCOc1ccc(NS(=O)(=O)c2ccc(F)cc2)cc1OCC | 1.7 | 1 | 0 | -0.3
CCNc1nc(C(=O)Nc2cc(OC)c(OC)c(OC)c2)cs1 | -1.2 | 4 | 8 | 0.0
O=C1c2ccccc2C2=Nc3ccccc3SC12O (stereo not given) | -1.5 | -1 | 17 | 0.1
CCOC(=O)c1c(NC(=O)CSc2nnc(CNC(=O)Cc3ccc(OC)cc3)n2-c2cccc(C)c2C)sc2c1CCC2 | -0.8 | 4 | -1 | 0.2
NC(=O)C1CCN(c2ncnc3c2c(-c2ccccc2)cn3-c2ccc(F)cc2)CC1 | 1.4 | 11 | -5 | 0.1
Cc1ccc(N2CCCS2(=O)=O)cc1NS(=O)(=O)CC(C)C | 0.1 | -1 | -4 | 0.1
O=C(Cn1ccc([N+](=O)[O-])n1)Nc1ccc(F)cc1 | 1.0 | 4 | -26 | 0.1
CCOc1ccccc1Nc1ncnc2c1c(-c1ccccc1)cn2-c1ccc(C)cc1 | 2.8 | -2 | -5 | -0.1

Part of the list above, reduced to FBW7 activator, MITF primary and GPR151 activ:
| compound | FBW7 activator | MITF primary | GPR151 activ |
| --- | --- | --- | --- |
| CCNc1nc(C(=O)Nc2cc(OC)c(OC)c(OC)c2)cs1 | 0.0 | 8 | -1.2 |
| CCN(c1c(C)n(C)n(-c2ccccc2)c1=O)S(C)(=O)=O | 0.0 | 6 | 0.2 |
| Cc1ccc(CSc2nc3ccsc3c(=O)n2Cc2ccccc2)cc1 | 0.0 | 16 | -0.1 |
| CCOC(=O)c1c(NC(=O)CSc2nnc(CNC(=O)Cc3ccc(OC)cc3)n2-c2cccc(C)c2C)sc2c1CCC2 | 0.2 | -1 | -0.8 |
| O=C(OCc1ccccc1)/C(=C\c1cccc2ccccc12)NC(=O)c1ccccc1 | -0.1 | -3 | 0.7 |

Next records:
SMILES | GPR151 activ | TEAD-YAP inh | MITF primary | FBW7 activator
CCOC(=O)c1cnc2nc(NCc3ccc(CC)cc3)[nH]n2c1=O | -0.8 | 1 | -1 | 0.0
Cc1cccc(N2CCN(C(=O)C3CCC3)CC2)c1C | 0.8 | 2 | -3 | -0.4
COc1ccc(-c2nc(S(=O)(=O)c3ccccc3)c(NCc3ccco3)o2)cc1 | 0.9 | 8 | 7 | 0.0
COc1ccc2oc(=N)c(C(=O)Nc3ccccc3F)cc2c1 | -0.2 | -62 | -4 | 0.0
CCOC(=O)N1CCN(Cc2cccs2)CC1 | 1.3 | 8 | 11 | 0.6
COc1cc(/C=N/NC(=O)CCN2CCN(C)CC2)ccc1O | 0.0 | -4 | 23 | 0.3
Cc1cccc(CSc2nc3ccsc3c(=O)n2CCCC(=O)NCCc2ccccc2)c1 | 2.8 | -3 | 0 | -0.1
O=Cc1ccc(OCC(=O)Nc2ccc(Cl)cc2)c(Br)c1 | -2.5 | -66 | -16 | 0.0
N#CCCN1CCN(S(=O)(=O)c2ccccc2Br)CC1 | 0.7 | 4 | 78* | -0.2
CCOC(=O)C(CC)Oc1ccc2c(C)cc(=O)oc2c1C (stereo not given) | 1.1 | -11 | 4 | 0.0
CCCOc1ccc(/C=N/n2nnnc2N)cc1OC | 0.4 | -18 | 22 | 0.4
O=C1NC(=O)N(c2ccc(Cl)c(Cl)c2)C1=O | -2.1 | 2 | 31 | 0.7
Cc1cccc(CC(C)NC(=O)CCc2nnc(CCCCc3ccccc3)o2)n1 (stereo not given) | 0.1 | 11 | 16 | 0.1
COc1ccc(C2C(C#N)=C(N)OC3=C2C(=O)CC(C)(C)C3)c(OC)c1 (stereo not given) | 0.5 | 10 | -5 | 0.0
COc1ccc(C(=O)OCC(=O)COC(=O)c2ccc(OC)c(OC)c2)cc1OC | -2.5 | -9 | 8 | 0.0
CCc1ccc(NC(=O)c2cc(S(=O)(=O)NCc3ccc(OC)cc3)ccc2F)cc1 | 4.3 | -2 | 5 | -0.1
Cc1ccc(C)c(Nc2cc(C)nc(-c3ccccc3O)n2)c1 | 0.1 | 41* | -10 | -0.2
Cc1nn(C(=O)Cc2ccccc2)c(C)c1Br | -0.3 | -4 | 19 | 0.3
O=C1CC(N2CCCCC2)C(=O)N1c1cccc([N+](=O)[O-])c1 (stereo not given) | 0.5 | 9 | -9 | 0.0
CCOc1ccc(NC(=O)Cn2ncc3ccccc32)cc1 | -0.4 | -24 | 8 | 0.2
Cc1ccc(NS(=O)(=O)c2ccc(Cl)nc2)cc1S(=O)(=O)N(C)C | 2.0 | 0 | 6 | 0.0
CC(C)(C)C1(c2ccccc2)NC(=O)NC1=O (stereo not given) | -0.5 | 1 | -12 | -0.1
CC(C)Cn1c(N/N=C/c2ccc(Br)cc2)nc2c1c(=O)[nH]c(=O)n2C | -0.6 | 11 | -1 | -0.1
O=c1[nH]c(C2COc3ccccc3C2)nc2ccc(-c3ccncc3)cc12 (stereo not given) | 0.7 | -9 | 42 | 0.6
CC(C)N(CCNC(=O)c1ccc2nc(-c3ccc4c(ccn4C)c3)sc2c1)C(C)C | 1.8 | -2 | -7 | 0.2

The listing continues:
SMILES | GPR151 activ | TEAD-YAP inh | MITF primary | FBW7 activator
CC1CCCN(CCCNC(=O)Cn2nc(Cc3cccnc3)c3ccccc3c2=O)C1 (stereo not given) | 0.8 | -4 | 10 | -0.1
CC(C)(C)c1ccc(C(=O)Nc2nnc(Cc3ccc(Cl)cc3)s2)cc1 | 0.9 | -7 | -43 | -0.1
O=C(O)c1cccc(Nc2nc3ccccc3n3cnnc23)c1 | -0.7 | -4 | -14 | -0.2
NC(=O)Nc1ccc(C(=O)OCC(=O)Nc2cccc3ccccc23)cc1 | 0.1 | -4 | -6 | -0.1
c1ccc2c(c1)ccc1sc(CCCCc3nc4ccc5ccccc5c4s3)nc12 | 0.3 | 1 | -18 | 0.0
CC(C)(C)NC(=O)c1cc2nc(-c3ccco3)cc(C(F)(F)F)n2n1 | 0.3 | 0 | 0 | 0.2
O=C(OCc1ccccc1F)c1cnc(Cl)c(Cl)c1 | -0.8 | -3 | -4 | 0.0
CCOC(=O)C(=O)N1CCN(c2ccc(F)cc2)CC1 | -0.4 | 3 | -1 | -0.1
CCC(=O)N(Cc1cccs1)Cc1cc2ccc(OC)cc2[nH]c1=O | 0.3 | 14 | 5 | -0.1
COc1ccc(C2C(C#N)=C(N)Oc3n[nH]c(C)c32)cc1CSc1nc2ccccc2o1 (stereo not given) | 1.0 | 2 | 7 | 0.1
Cc1cccc(NC(=O)c2ccno2)c1C(=O)O | -0.4 | -1 | 3 | 0.0
CCc1nnc(N/N=C/c2cc3c(cc2Br)OCO3)n1N | -1.0 | 11 | 1 | -1.6
CCOC(=O)c1c(NC(=O)c2ccc(Oc3ccccc3)cc2)sc2c1CCC2 | 1.9 | 0 | 4 | -0.1
CC(=O)Nc1ccc(Nc2cc(C)nc3c(C)cccc23)cc1 | 0.7 | -4 | 4 | 0.1
CCS(=O)(=O)Nc1cc(CNC(=O)c2cccc(N(C)C)c2)cc(C(=O)OC)c1 | 0.7 | -6 | 0 | -0.1
Cc1ncc(CO)c2cc(-c3nnc(Nc4ccccc4Cl)s3)c(=O)oc12 | -1.1 | 14 | 7 | 0.4
CCN1CCCCC1C(=O)N1CCC(CCC(=O)N(C)Cc2ccccc2)CC1 (stereo not given) | 1.5 | 13 | 14 | -0.2
CC(=O)Nc1ccc(NS(=O)(=O)c2cccc3nonc23)cc1 | 0.3 | -6 | 2 | -0.1
C=CCNC(=O)c1cc2sccc2n1C | -0.7 | 3 | -2 | 0.0

Already shown: entries from further up.
SMILES | GPR151 activ | TEAD-YAP inh | MITF primary | FBW7 activator
O=C(NCCN1CCOCC1)c1cc(S(=O)(=O)N2CCc3ccccc32)ccc1F | -0.5 | 0 | 0 | -0.1
CN(C)CCCNC(=O)c1cccnc1Cl | -0.2 | -4 | 3 | 0.1
COc1ccc(C2NC(=O)NC(C)=C2C(=O)OCC(F)(F)F)cc1 (stereo not given) | -0.2 | 5 | 11 | 0.1
